FUS yeast rescue: qHTS for Suppressors of FUS Proteinopathy: Primary screen using FUS-linked yeast assay. S. cerevisiae FUS-expressing, growth rescue, OD600, 24 h. 0.24% of 390,000 active. Potency, µM (top dose mostly 76.6 µM), for the others: top-dose growth rescue (activation), most hits filed as activators. AID 1347120, 2019;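 also: plate controls were DMSO vehicle for no effect and reference control for full effect; nearly all actives have a fitted effect of over 55% in size; some results filed as inactive show a strong effect at the top dose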
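Steps: raffinose overnight preculture; dilution to OD 0.005 in 2% galactose minimal medium; compound addition (concentration series); 24hr at 30C, 99% humidity; absorbance read at 600 nm.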
Abeta rescue: qHTS for compounds that reverse cellular toxicity of Amyloid beta (A-beta) peptide in yeast: Primary Screen. yeast expressing A-beta42, growth rescue, OD600, 48 h; response scale: 0% DMSO, 100% iron-clioquinol control. Potency, µM (highest dose often 46.1 µM), without a hit: at the top dose growth rescue, most hits filed as activators. 0.063% of 410,000 active. AID 1347071, 2019; also: nearly all actives have a fitted effect of over 55% in size
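Yeast growth medium received pinned compounds, then yeast cells expressing toxic A-beta were added; plates incubated at 30 C for 48 hr. Growth read as absorbance at 600 nm, normalized to DMSO and equimolar FeCl3 plus clioquinol controls.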
Active calls of the source: *; ? = inconclusive; [ ] = another dose, or the depositor's remark. Calls follow the shape of the dose curve; as a rule, active = well fitted activation curve with a large enough effect; inconclusive = small, poorly fitted or top-dose-only effect; inactive = no such curve, though single readings can be large or run the other way. Potency is read from the fitted curve at half-maximal effect. The list is partial; rates above refer to the full screens.

SMILES	FUS yeast rescue	Abeta rescue
CCOc1ccc(S(=O)(=O)NCCc2sc3nc(-c4ccc(F)cc4)nn3c2C)cc1	-5%	21%
CCc1ccc(NC(=O)C2CCN(C(=O)N3CC(CC)Oc4ccccc43)CC2)cc1 (stereo not drawn)	17%	4%
COc1cccc(C(=O)n2nc(-c3ccco3)nc2NCc2cccs2)c1	0%	-6%
CCOc1ccccc1Nc1ncnc2c1c(-c1ccccc1)cn2-c1ccc(OC)cc1	?	-6%
Cc1cccc(NC(=O)Cn2c(=O)oc3cc(S(=O)(=O)NC4CCCC4)ccc32)c1	29%	-3%
O=C1c2[nH]nc(-c3ccccc3O)c2C(c2ccc(F)cc2)N1CCO (stereo not drawn)	-23%	0%
Cc1cc(C)c(/C=C/c2onc(C)c2S(=O)(=O)N2CCC(C(=O)Nc3ccc(Cl)c(C(F)(F)F)c3)CC2)c(C)c1	-16%	2%
CCOC(=O)c1c(SCC(=O)Nc2nc3ccc(C)cc3s2)nc(=O)[nH]c1C	37%	-10%
O=C(Nc1ccc(F)c(Cl)c1)C1CCN(S(=O)(=O)c2ccc3c(c2)CCCN3C(=O)C2CCC2)CC1	?	-13%
Cc1ccc(C)c2sc(N3CCN(C(=O)c4ccco4)CC3)nc12	31%	-24%
CCN(CC)CCN(C(=O)c1ccco1)c1nc2ccc(Cl)cc2s1	-19%	-14%
Clc1ccc(OCc2nc(-c3ccc(-n4cccc4)cc3)no2)cc1	?	-19%
COc1ccc(Cl)cc1NC(=O)Cn1c(=O)c2ccccc2n2nncc12	-3%	1%
COc1cccc(CNC(=O)CN2C(=O)CSc3ccc(S(=O)(=O)N(C)C)cc32)c1	-5%	-7%
Cc1ccc(OCC(=O)Nc2cccc(OCc3cc(=O)n4cccc(C)c4n3)c2)cc1C	-8%	-10%
COc1ccc(C2NC(=O)N(C)C3=C2C(=O)N(c2ccc(Br)cc2)C3)cc1 (stereo not drawn)	10%	10%
O=C(NCCCc1nc2ccccc2n1Cc1ccccc1Cl)C1CCCCC1	6%	-16%
CCCCNS(=O)(=O)c1ccc2nc(-c3cccnc3)cc(C(=O)NCCC)c2c1	15%	0%
COc1cccc(C(=O)Nc2ccccc2C(=O)OCc2cc(=O)n3nc(C)sc3n2)c1	11%	-5%
Cc1c(C(=O)N(C)C)sc2c1c(=O)n(-c1ccc(Cl)c(Cl)c1)c(=O)n2Cc1ccc(F)cc1	18%	-7%
COc1ccc(C(=O)Nc2nc3n(n2)C(c2ccc(F)cc2)C=C(c2ccc(Cl)cc2)N3)cc1 (stereo not drawn)	?	-18%
COc1cccc(N2CC(NC(=O)/C=C\c3ccccc3)CC2=O)c1 (stereo not drawn)	6%	-5%
Cc1ccc(S(=O)(=O)C(CNC(=O)C(=O)NCCc2ccccc2)c2cccs2)cc1 (stereo not drawn)	15%	-4%
Nc1c(-c2nc(-c3ccc(Cl)cc3)cs2)c2ccccn2c1C(=O)c1ccc2c(c1)OCO2	19%	-3%
COc1ccc(-c2cc(-c3ccccc3)nc3c2COc2ccc(F)cc2-3)cc1	2%	-14%
CCCOc1cccc(C(=O)Nc2cc(-c3nc4ccccc4[nH]3)ccc2C)c1	?	-61%[inhibitor]
CCC(=O)N1c2ccccc2CC1C(=O)NCCCN1CCN(c2cc(C)ccc2C)CC1 (stereo not drawn)	-8%	-18%
Cc1c(C(=O)NCc2ccccc2)sc2nc3n(c(=O)c12)CCC3	-21%	-9%
COc1cccc(NC(=O)CSc2nc3cc(OC)c(OC)cc3c3nc(-c4ccccc4)nn23)c1	-23%	-1%
CC(=O)c1ccc(NC(=O)c2noc3c2CSc2ccccc2-3)cc1	3%	2%
CC(Oc1ccccc1)C(=O)Nc1ccc(OCc2cc(=O)n3ccsc3n2)cc1 (stereo not drawn)	-8%	26%
O=C(Cn1ncc2c3ccccc3n(Cc3cccc(Cl)c3)c2c1=O)NCCCN1CCCCC1	-4%	-13%
COc1ccc2c(C)c(CC(=O)NCc3ccc(C)cc3)c(=O)oc2c1OC	-8%	-1%
COc1cc(OC)c(NC(=O)COCc2cc(-c3cccs3)on2)cc1Cl	-12%	-10%
O=C(Cn1ncc2c3ccccc3n(Cc3ccc(F)cc3)c2c1=O)NCc1cccs1	-9%	1%
Cc1cc(C)cc(N2C(=O)N(Cc3cc(=O)n4ccccc4n3)c3ccccc3S2(=O)=O)c1	-6%	-15%
COc1cccc(C(=O)NCCc2csc3nc(-c4ccccc4F)nn23)c1OC	10%	7%
Cc1nnc2c3ccccc3nc(Nc3ccc(F)cc3Cl)n12	-16%	-1%
COc1ccccc1CNC(=O)c1oc2ccc3c(c2c1C)C(=O)CC(C)(C)O3	?	4%
O=C(CCn1c(=O)c2cccn2c2ccc(F)cc21)NCc1ccccc1F	-3%	-9%

Not a retest: entries from further up.
SMILES	FUS yeast rescue	Abeta rescue
COc1ccc(-c2cc(-c3ccccc3)nc3c2COc2ccc(F)cc2-3)cc1	2%	-14%
CCCOc1cccc(C(=O)Nc2cc(-c3nc4ccccc4[nH]3)ccc2C)c1	?	-61%[inhibitor]
CCC(=O)N1c2ccccc2CC1C(=O)NCCCN1CCN(c2cc(C)ccc2C)CC1 (stereo not drawn)	-8%	-18%
Cc1c(C(=O)NCc2ccccc2)sc2nc3n(c(=O)c12)CCC3	-21%	-9%
COc1cccc(NC(=O)CSc2nc3cc(OC)c(OC)cc3c3nc(-c4ccccc4)nn23)c1	-23%	-1%
CC(=O)c1ccc(NC(=O)c2noc3c2CSc2ccccc2-3)cc1	3%	2%
CC(Oc1ccccc1)C(=O)Nc1ccc(OCc2cc(=O)n3ccsc3n2)cc1 (stereo not drawn)	-8%	26%
O=C(Cn1ncc2c3ccccc3n(Cc3cccc(Cl)c3)c2c1=O)NCCCN1CCCCC1	-4%	-13%
COc1ccc2c(C)c(CC(=O)NCc3ccc(C)cc3)c(=O)oc2c1OC	-8%	-1%
COc1cc(OC)c(NC(=O)COCc2cc(-c3cccs3)on2)cc1Cl	-12%	-10%
O=C(Cn1ncc2c3ccccc3n(Cc3ccc(F)cc3)c2c1=O)NCc1cccs1	-9%	1%
Cc1cc(C)cc(N2C(=O)N(Cc3cc(=O)n4ccccc4n3)c3ccccc3S2(=O)=O)c1	-6%	-15%
COc1cccc(C(=O)NCCc2csc3nc(-c4ccccc4F)nn23)c1OC	10%	7%

Carrying on:
SMILES	FUS yeast rescue	Abeta rescue
CCOC(=O)c1ccccc1NC(=O)c1sc2nc3n(c(=O)c2c1C)CCCC3	-18%	-16%
O=C(Cn1ncc2c3ccccc3n(Cc3cccc(Cl)c3)c2c1=O)Nc1ccc(F)cc1F	3%	-8%
CCOC(=O)c1cc2c(=O)n3ccccc3nc2n(Cc2ccco2)c1=NC(=O)c1ccc(C)c(C)c1	41%	-6%
COc1ccc(C)cc1Nc1nc2c(S(=O)(=O)c3cc(C)ccc3C)nnn2c2ccsc12	-5%	4%
CCOc1ccc(CCNC(=O)c2cnc3sc(N4CCOCC4)nn3c2=O)cc1	18%	-5%
Cc1ccc(NC(=O)N(Cc2cn(C)c3ccccc23)C2CCCCC2)cc1C	33%	12%
O=c1cc2nc(-c3ccccc3)nc(SCc3cccc(Br)c3)n2[nH]1	11%	-13%
CCOc1ccc(CNC(=O)c2ccc3c(c2)nc2n3CCC(C)C2)cc1OC (stereo not drawn)	-2%	-5%
Cc1cc(C)cc(NC(=O)c2cc3c(=O)n(Cc4ccco4)ccc3nc2C)c1	6%	-5%
CCOc1ccc(-c2c(C)nn3c(C)c(C(=O)NCc4cccc(OC)c4)cnc23)cc1OCC	15%	-6%
COc1ccc(-c2noc(N(c3ccc(F)c(Cl)c3)c3nc(-c4ccc(OC)c(OC)c4)no3)n2)cc1OC	7%	-3%
CC1CCN(S(=O)(=O)c2ccc3c(ccn3CC(=O)NCc3ccccc3F)c2)CC1	-17%	-2%
CCOC(=O)c1c(C)oc2nc(C)nc(NCCc3ccc(Cl)cc3)c12	-25%	0%
COc1ccc(-n2cc3c(c2-c2cccc(Br)c2)c(=O)n(C)c(=O)n3C)cc1OC	34%	-17%
Cc1ccccc1CN1CCCN(CC(=O)Nc2ccc3c(c2)OCCO3)S1(=O)=O	12%	-7%
COc1cccc(NC(=O)CSC2=Nc3ccccc3C3=NC(CC(=O)NCc4cccs4)C(=O)N23)c1 (stereo not drawn)	-10%	-6%
COC(=O)c1c(C)nn(-c2ccc(F)cc2)c1-n1cccc1	17%	-11%
Cc1cc2n(n1)CCC(=O)N2Cc1ccc(C(=O)Nc2ccc(F)cc2F)cc1	9%	-10%
CCn1cc2nc(SCc3ccc(C)cc3)n(CCc3ccccc3)c(=O)c2n1	?	-11%
COc1cc(Cl)c(C)cc1NC(=O)CSc1cc(=O)n(C)c2cc(Cl)ccc12	-1%	-9%
CCCC(=O)Oc1c(Sc2ccc(Cl)cc2)c(C)nn1-c1ccccc1	4%	-73%[inhibitor]
Cc1ccc(CCNC(=O)C2CC(=O)N(CCc3ccc(C)cc3)C2)cc1 (stereo not drawn)	?	22%
CCN1CCN(C(c2ccc(F)cc2)c2sc3nc(-c4ccco4)nn3c2O)CC1 (stereo not drawn)	3%	5%
CCOc1ccccc1CNS(=O)(=O)c1cc2c(cc1C)NC(=O)CO2	1%	-4%
COc1cccc(Cn2c(-c3nonc3NC(C)=O)nc3ccccc32)c1	9%	-17%
COc1ccc(OC)c(Nc2ncnc3c2cnn3-c2ccc(C)cc2)c1	-1%	-3%
COc1cccc(C(=O)CN2CCN(S(=O)(=O)c3ccc(Cl)cc3)CC2)c1	3%	-5%
CC(C)C(NS(=O)(=O)c1ccc2c(c1)oc(=O)n2C)C(=O)NCCc1ccc(Cl)cc1 (stereo not drawn)	-3%	-13%
Cc1ccccc1-n1c(SCC(=O)c2ccccc2)nnc1-c1ccc(F)cc1	45%	-5%
CC(C)c1ccc(Cc2cnc(NC(=O)c3ccc4c(c3)CC(c3ccccc3)OC4=O)s2)cc1 (stereo not drawn)	-14%	-19%
Cc1ccc(-n2cnc3cc(C(=O)NCc4ccccc4Cl)ccc32)c(C)c1	?	-47%[inhibitor]
CCC(=O)N1CCc2cc(Br)cc(S(=O)(=O)CCC(=O)Nc3ccccc3C)c21	-14%	-4%
COc1ccc(-c2noc(CSc3nnc(C)n3-c3ccc(OC)cc3)n2)cc1	?	-12%
CCCCNC(=O)c1ccc2c(c1)ncn2-c1cc(OC)ccc1OC	13%	-9%
COC(=O)c1ccc(Cl)cc1NC(=O)N1CC2CCCN2c2ccccc21 (stereo not drawn)	16%	-5%
Cc1cccc(N2CCN(Cc3nnc(-c4ccccc4C)o3)CC2C)c1 (stereo not drawn)	-5%	-13%
CCN(CC)S(=O)(=O)c1ccc2c(c1)N(CC(=O)N1CCN(c3cc(Cl)ccc3C)CC1)C(=O)CO2	1%	-10%
Cc1ccccc1C(=O)Nc1nnc(S(=O)(=O)N(C)c2ccc(Cl)cc2)s1	-10%	-11%
Cc1ccc(NC(=O)Cc2ccc(-n3c(C)nc4cccnc43)cc2)c(Cl)c1	13%	-5%
CCOc1ccc2nc(N(Cc3cccnc3)C(C)=O)sc2c1	-15%	14%
COc1ccc(NC(=O)c2c(NCc3cccc(OC)c3)sc3c2CCCC3)cc1	?	-5%
COc1ccccc1Cn1c(SCC(=O)C(C)(C)C)nc2ccccc2c1=O	-18%	1%
CCCN(C(=O)c1cc2c(=O)oc3ccccc3c2s1)c1ccc(CC)cc1	-15%	3%
CCOc1ccc(NC(=O)c2oc3ccccc3c2NC(=O)Cc2cccc(C)c2)cc1	-21%	5%
CCOc1ccc(C(C)C)cc1S(=O)(=O)Nc1cccc(-c2ccc(N3CCOCC3)nn2)c1	3%	-13%
O=C(CSc1nc(-c2ccc(F)cc2)cc(C(F)(F)F)n1)NCCc1ccccc1	14%	-12%
Cc1ccc(Cl)cc1NC(=O)CN1C=NS(=O)(=O)c2ccccc21	-12%	-12%
COc1ccccc1CNS(=O)(=O)c1cnc(N)nc1	-22%	-12%
CN(C(=O)c1cc2c(Cl)nc3ccccc3c2s1)c1cccc(C(F)(F)F)c1	-24%	-7%
CCOC(=O)c1ccc(NC(=O)CSc2ccc3ccccc3n2)cc1	-1%	-1%
Continuation:
SMILES	FUS yeast rescue	Abeta rescue
Cc1ccc(CNC(=O)CSc2ncc3c(n2)-c2ccc(Cl)cc2N(Cc2ccccc2)S3(=O)=O)cc1	-12%	-7%
COc1cc2c(cc1OC)n(CC(=O)c1ccc(F)cc1)c(=O)n1nc(CCn3nc(C)cc3C)nc21	20%	-5%
CSc1ccc(CCNC(=O)C2CCN(c3ncnc4c3nc3n4CCCCC3)CC2)cc1	8%	-2%
O=C(c1ccccc1Cl)N1c2ncnn2C2(CCCCC2)[C@@H]2CCCC[C@@H]21	-8%	-32%
COc1ccc(NC(=O)C(NS(=O)(=O)c2ccc3c(c2)CCCC(=O)N3)C(C)C)c(OC)c1 (stereo not drawn)	6%	-10%

Screens: PubChem BioAssay, National Center for Advancing Translational Sciences (NCATS)
